Tb PYK inh: qHTS of Trypanosoma Brucei Inhibitors. pyruvate kinase (Trypanosoma brucei), Q57TT1. AID 624173, 2012. Potency, µM (titrated, usually from 76.8 µM), without a hit: at the highest dose activity, negative = inhibition, most hits filed as inhibitors. 410,000 tested, 0.12% active. TbPYK enzyme, Kinase-Glo Plus ATP luminescence, 45 min; active = well fitted inhibition curve with a large enough effect; inconclusive = small, poorly fitted or top-dose-only effect; also: nearly all actives have a fitted effect of over 50% in size
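Activity of T. brucei pyruvate kinase was followed by Kinase-Glo Plus luminescence after the enzyme reacted 45 min at room temperature with 130 uM ADP (final) and substrate. Test compounds were added before ADP at multiple concentrations.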
* = called active by the depositor; ? = inconclusive; [ ] = dose if it differs, or a comment. % is scaled to controls: 0 for no effect and ±100 for the full control effect; potency is read from the fitted curve at half-maximal effect. Only part of the results is shown; the hit share may differ from the screen's.

| structure | Tb PYK inh |
| --- | --- |
| COc1ccc(CNC(=O)CSCc2nc(-c3ccccc3F)oc2C)cc1 | 3% |
| O=C(COC(=O)c1cc(F)c(F)cc1Cl)NC1CCCCCC1 | -2% |
| COC(=O)c1ccccc1NC(=O)Nc1cccc(OCc2cc(=O)n3cccc(C)c3n2)c1 | 4% |
| O=C(Nc1ccccc1N1CCOCC1)[C@@H]1O[C@H](CO)[C@H](O)[C@H](O)[C@H]1O | -4% |
| NC(=O)CSc1ncc2c(n1)-c1ccccc1N(Cc1cccc(F)c1)S2(=O)=O | 3% |
| O=C(CC[C@H]1O[C@@H](n2ccc(=O)[nH]c2=O)[C@H](O)[C@@H]1O)N1CCN(c2ccccn2)CC1 | 8% |
| CCOC(=O)c1c(C)c(C(=O)NCc2ccc(OC)cc2)c(C)n1CC | 0% |
| CC(C)Cn1c(=O)c2sccc2n2c(CCCC(=O)NCc3ccccc3Cl)nnc12 | 0% |
| COc1cc(NS(=O)(=O)c2c(C(=O)N3CCCCC3)c(C)n(C)c2C)cc(OC)c1OC | 4% |
| Cc1ccc(CNC(=O)CCCN2C(=O)c3cccnc3Oc3ccc(Cl)cc32)cc1 | -15%[15.4 µM] |
| COC(=O)c1cc2sc(C)cc2n1Cc1ccccc1 | -3% |
| CCSc1nsc(NC(=O)Nc2ccccc2Cl)n1 | 4% |
| Cc1ccc(-n2c(=O)c3oc4ccccc4c3n(CC(=O)Nc3ccc(F)c(Cl)c3)c2=O)cc1C | 3% |
| COCCNc1ncnc2c1ncn2[C@H]1CN(Cc2ccncc2)C[C@@H](CO)O1 | 1% |
| COc1ccc(C(N)c2csc(Nc3ccc(C(=O)NCCCO)cn3)n2)cc1 (stereo not drawn) | -5% |
| CC(C)C(=O)Nc1ccc2nc(SCCOc3ccccc3)sc2c1 | -2% |
| CC(=O)Oc1ccc(Cn2c(C)c(C(=O)NCc3ccc4c(c3)OCCO4)sc2=O)cc1 | -1% |
| CCOC(=O)N1CCC(NC(=O)c2ccc3c(c2)N(Cc2ccccc2)C(=O)c2ccccc2S3=O)CC1 (stereo not drawn) | 0% |
| Cc1cc(C)cc(NC(=O)Cn2cc(C(=O)C3CCCCC3)c3ccccc32)c1 | -14% |
| CCOC(=O)c1ccc(CN(Cc2ccc(C)cc2)S(=O)(=O)c2ccc(F)c(C(=O)Nc3ccc(C)c(F)c3)c2)cc1 | 2% |
| COc1ccc2c(c1)-c1nc(NC(=O)c3cc(Cl)ccc3OC)sc1CC2 | -32% |
| COc1ccccc1S(=O)(=O)Cc1ccc(C(=O)NCCN(C)C)o1 | -11% |
| Cc1cccc(-c2nc(Cn3c(SCc4cc(C)ccc4C)nc4ccncc43)c(C)o2)c1 | -15% |
| CC1(C)Cc2nc3[nH]c(=S)n(-c4ccccc4)c(=O)c3cc2CO1 | -8% |
| COc1cccc(C(C)(O)c2nc(-c3cncnc3)cs2)c1 (stereo not drawn) | 7% |
| Cc1ccc2nc(N3CCN(c4ccccc4)CC3)c3nnnn3c2c1 | -7% |
| COC(=O)C1N2C(=O)[C@@H](NC(=O)COc3ccccc3)[C@H]2SC1(C)C (stereo partly drawn) | 4% |
| C[C@H](O)[C@@H]1C(=O)N2CCc3c([nH]c4ccccc34)[C@@H]2C[C@@H]1N(C)C(=O)Nc1cccc2ccccc12 | -6% |
| Cc1ccc(NC(=O)C2CCCN2S(=O)(=O)c2ccc3nc(-c4ccccc4)[nH]c3c2)cc1C (stereo not drawn) | -5% |
| O=C(O)c1cccc(N2C(=O)C=CC2=O)c1 | ? |
| O=C(COC(=O)c1cc([N+](=O)[O-])ccc1N1CCOCC1)NCc1ccccc1 | -4% |
| C#CCNC(=O)C[C@@H]1C[C@@]2(C(=O)OCC)CCCC=C2N(CCCCCCCC)C1=O | 4% |
| CCn1c(CNC(=O)C23CC4CC(CC(C4)C2)C3)nnc1SCC(=O)Nc1ccc(F)cc1 | -1% |
| O=C(Nc1ccc2c(c1)OCCO2)C(C1CC1)N1CCN(c2ccc(F)cc2)CC1 (stereo not drawn) | 4% |
| CN(Cc1ccccc1)C(=O)c1cn(C)c2ccc(S(=O)(=O)N3CCCCC3)cc2c1=O | -1% |
| COCCNC(=O)C1(C)CCCN(C(=O)c2ccccc2C(F)(F)F)C1 (stereo not drawn) | -3% |
| Cc1oc(-c2cccc(Br)c2)nc1CN1CCC(C(=O)NCc2ccccc2)CC1 | 4%[15.4 µM] |
| c1ccc(-n2c(Cc3cccnc3)nc3cnccc32)cc1 | -10% |
| CCc1ccc(OC2(C)CCN(Cc3ccc(SC)cc3)C2)cc1 (stereo not drawn) | -3% |
| CCCCN1C(=O)c2[nH]nc(-c3ccccc3O)c2C1c1ccc(OCc2ccccc2)c(OC)c1 (stereo not drawn) | -12% |
| CCOc1ccc2nc3cc(N=Nc4ccc(N)nc4N)ccc3c(N)c2c1 | -16% |
| COc1ccc(-c2cnc3c(c2)C(=O)N([C@H](C)CO)C[C@@H](C)[C@@H](CN(C)C(=O)NC2CCCC2)O3)cc1 | -6% |
| COc1ccc(-c2nc3sc(CCNC(=O)c4cc(Cl)ccc4OC)c(C)n3n2)cc1 | -3% |
| CCOC(=O)c1[nH]c2ccccc2c1NC(=O)c1ccc(Br)cc1 | -3% |
| Cc1cccc(C(=O)Nc2ccc(C(=O)OCc3cc(=O)n4nc(C5CC5)sc4n3)cc2)c1 | -4% |
| CN(C(=O)c1ccc(NC(=O)Cc2ccc(NC(=O)C3CCCN(C(=O)C4CCCCC4)C3)cc2)cc1)C1CCCC1 (stereo not drawn) | 4% |
| Cc1cc(N2CCN(C)CC2)nc2ccc(NC(=O)Nc3ccc(Cl)cc3)cc12 | 5% |
| O=S1(=O)CCN(CCc2ccccc2)CC1 | 1% |
| CC1(Cc2ccc(S(C)(=O)=O)cc2)C(=O)Nc2ccc(Cl)cc21 (stereo not drawn) | 3% |
| CCOc1ccc(C(=O)Nc2cc(-c3nc4cc(OC)ccc4o3)ccc2C)cc1[N+](=O)[O-] | -7% |

Next section:
| structure | Tb PYK inh |
| --- | --- |
| CC1=C(C(=O)OC2CCCC2)C(c2ccccc2Cl)CC(=O)N1 (stereo not drawn) | -3% |
| CCc1ccccc1N(C)C(=O)C1CCCN(c2ncnc3c2nc2n3CCCCC2)C1 (stereo not drawn) | 2% |
| COc1ccc(NC(=O)CN2CCc3ccccc3C2)cc1 | 5% |
| CCOc1ccc(OCC)c(NS(=O)(=O)c2c(C)[nH]c(=O)[nH]c2=O)c1 | 4%[15.4 µM] |
| Cc1ccc(CCNC(=O)C2COc3ccccc3C2)cc1 (stereo not drawn) | -5% |
| CC(=O)Nc1ccc(NS(=O)(=O)c2c(C)nc3sccn3c2=O)cc1 | -2% |
| CCOC(=O)N1CCC2(CC1)OC(=O)C(C)=C2C(=O)NCc1cccc(F)c1 | -1%[15.4 µM] |
| CCOC(=O)c1ccc(NC(=O)CN2CCCCC2)cc1 | 5% |
| CC1CN(C2CCCCC2)C(=S)NC1=O (stereo not drawn) | 1% |
| COc1cccc(-c2cnc3c(NC=O)cc(-c4cccc(C(=O)N(C)C)c4)cn23)c1 | -10% |
| CCCSc1ncc(Cl)c(C(=O)Nc2scc(-c3ccc(C)cc3)c2C(=O)OCC)n1 | 3% |
| Cc1ccc(CSCCC(=O)NCc2ccc(F)cc2Cl)cc1 | 7% |
| CCCn1c2ccccc2c2cnn(CC(=O)N3CCCC(C)C3)c(=O)c21 (stereo not drawn) | -4% |
| COc1ccccc1N1CCN(C(=O)c2cc(CC(C)C)on2)CC1 | 0% |
| CCC(=O)Nc1nnc(SCc2cc(=O)c3cc(C)ccc3[nH]2)s1 | -2% |
| CCOC(=O)[C@]12CCCC=C1N(Cc1cccc3ccccc13)C(=O)[C@H](CC(=O)N1CCN(C(=O)c3ccco3)CC1)C2 | 2% |
| COC(=O)N1CCC2(CC1)CCN(c1cccc(-c3ccccc3)c1)CC2 | -4% |
| COc1ccccc1NC(=O)Cn1c(=O)c(CNc2ccccc2)cc2cc(OC)c(OC)cc21 | -3% |
| CC(C)(C)OC(=O)N(CCc1ccccc1)Cc1ccccc1OCc1cccc(NC(=O)C2CC2)c1 | 6% |
| CCc1nnc(NC(=O)c2ccco2)s1 | -2% |
| CCOC(=O)c1cccc(NC(=O)CCc2c(C)nc3c4cccnc4nn3c2C)c1 | -5% |
| O=C(CCS(=O)(=O)c1cc(Br)cc2c1N(C(=O)C1CC1)CC2)N1CCN(c2cccc(Cl)c2)CC1 | -7% |
| OC[C@H]1O[C@@](CO)(O[C@H]2O[C@H](CO)[C@@H](O)[C@H](O)[C@H]2O)[C@@H](O[C@H]2O[C@H](CO)[C@@H](O)[C@H](O)[C@H]2O)[C@@H]1O | -5% |
| Cc1ccn2c(=O)c(C(=O)NCCc3ccc(S(N)(=O)=O)cc3)c(O)nc2c1 | -3% |
| CC(C)NC(=O)c1nn(-c2ccccc2F)nc1CO | 0% |
| COC(=O)c1c(C)oc2ccc(N(C(=O)c3ccncc3)S(=O)(=O)c3cc(C)ccc3C)cc12 | -12% |
| CCOC(=O)C1(C)CCCN(C(=O)c2ccc3snnc3c2)C1 (stereo not drawn) | 4% |
| C#CC(C)(O)C1CC(CC(=O)O)C1(C)C (stereo not drawn) | 3% |
| O=C(Nc1ccccc1)N1CCC2(CC1)CCN(C(=O)c1ccncc1)CC2 | 7% |
| O=C(/C=C/c1ccc(F)cc1)Nc1nc2n(n1)C(c1ccc(Cl)cc1)C=C(c1ccccc1)N2 (stereo not drawn) | 3% |
| CCN(Cc1ccccc1)c1cc2c(c3c1ccn3C)C1CCC2C1 (stereo not drawn) | -4% |
| O=C(Nc1ccc(Br)cc1)c1cc(-c2cccs2)nc2ccccc12 | 1% |
| O=S(=O)(c1ccc(Cl)cc1)N1CCC(c2ccncc2)CC1 | 7% |
| COc1cccc(CN(C)CC(=O)Nc2cccc(S(=O)(=O)N(C)c3ccccc3)c2)c1OC | 0% |
| CC(C)Oc1ccc(NC(=O)c2cc3ccccc3o2)cc1 | -10% |
| CCOc1ccc(C(=O)c2cn(CC(=O)Nc3ccc4c(c3)OCO4)c3ccc(OC)cc3c2=O)cc1 | -4% |
| O=c1[nH]c(NCCO)c(N=Cc2ccccc2)c(=O)[nH]1 | 1% |
| C[C@@H]1CN([C@@H](C)CO)C(=O)CCCn2nncc2CO[C@@H]1CN(C)C(=O)Nc1ccnc(N2CCOCC2)c1 | -4% |
| CCc1cccc(C)c1NC(=O)CN1C(=O)c2c(c3ccccc3n2C)C1c1ccc(OC)cc1 (stereo not drawn) | -1%[15.4 µM] |
| CCc1sc(Nc2cccc(Cl)c2)nc1-c1cc2cccc(OC)c2oc1=O | 0% |
| CCCCCN(C(=O)CCC(=O)OC(C)C(=O)Nc1ccccc1C)c1c(N)n(CCCC)c(=O)[nH]c1=O (stereo not drawn) | -9% |
| COc1ccc(-c2nc3ccccc3o2)cc1NC(=O)c1cc(Br)ccc1OC | -8% |
| CSc1cccc(NC(=O)C2CCN(S(=O)(=O)c3ccc4c(c3)CCCN4C(=O)C3CCC3)CC2)c1 | 4% |
| CN(C)c1ccc(-c2nc(-c3ccccn3)no2)cc1[N+](=O)[O-] | -25% |
| Cc1cccc(C)c1-n1nnnc1C(c1ccccc1)N1CCN(C/C=C/c2ccccc2)CC1 (stereo not drawn) | -10% |
| COc1ccc(CNC(=O)CSc2nc(-c3ccc(OC)c(OC)c3)cc(C(F)(F)F)n2)cc1 | -3% |
| CC(C)c1ccc(N2C(=O)CSC23C(=O)N(Cc2ccccc2F)c2ccccc23)cc1 (stereo not drawn) | 0% |
| COc1cccc(OC)c1C(=O)N1CCN(Cc2ccccc2F)CC1 | -9% |
| O=C(c1ccc2c(c1)N(Cc1ccc(Cl)cc1)C(=O)c1ccccc1S2(=O)=O)N1CCCCCC1 | 3% |
| O=C1NC[C@H](Cc2ccccc2)N(C[C@@H]2CCCN2C[C@H](Cc2ccc(O)cc2)N2C[C@H](Cc3ccc(O)cc3)N(CC3CCCCC3)C(=O)C2=O)C1=O | 7% |

Single values from above.
CC(C)C(=O)Nc1ccc2nc(SCCOc3ccccc3)sc2c1 in Tb PYK inh is entered as -2%
Cc1ccn2c(=O)c(C(=O)NCCc3ccc(S(N)(=O)=O)cc3)c(O)nc2c1 in Tb PYK inh is entered as -3%
CCc1ccc(OC2(C)CCN(Cc3ccc(SC)cc3)C2)cc1 (stereo not drawn) in Tb PYK inh is entered as -3%

2 entries picked at random from those above:
| structure | Tb PYK inh |
| --- | --- |
| CC1CN(C2CCCCC2)C(=S)NC1=O (stereo not drawn) | 1% |
| O=C1NC[C@H](Cc2ccccc2)N(C[C@@H]2CCCN2C[C@H](Cc2ccc(O)cc2)N2C[C@H](Cc3ccc(O)cc3)N(CC3CCCCC3)C(=O)C2=O)C1=O | 7% |

(list continues)
| structure | Tb PYK inh |
| --- | --- |
| CCOc1ccc(NC(=O)C2CCCN(S(=O)(=O)c3cccc4nonc34)C2)cc1 (stereo not drawn) | -4% |
| CC(C)c1ccc(-c2noc(SCC(=O)N3CCN(c4ccc(F)cc4)CC3)n2)cc1 | 2% |
| COc1ccccc1N1CCN(C(=O)c2cc(-c3ccc(C)c(F)c3)on2)CC1 | 1% |
| O=C(NCc1ccc(C(F)(F)F)cc1)c1ccc2c(c1)S(=O)(=O)c1ccccc1C2=O | -5% |
| Cc1nc2[nH]c(=S)[nH]c(=O)c2nc1C | -12% |
| COc1ccccc1CNC(=O)CCCn1nc(C)c2sc3ccccc3c2c1=O | 5% |
| CC(C)(C)C(=O)NCCc1csc2nc(-c3ccc(F)cc3)nn12 | 7% |
| O=C(Nc1ccc(C(=O)OCc2cc(=O)n3nc(C4CC4)sc3n2)cc1)c1ccc(F)cc1 | 6% |

As a short view, some entries already given:
| structure | Tb PYK inh |
| --- | --- |
| COc1ccc(CNC(=O)CSCc2nc(-c3ccccc3F)oc2C)cc1 | 3% |
| O=C(COC(=O)c1cc(F)c(F)cc1Cl)NC1CCCCCC1 | -2% |
| COC(=O)c1ccccc1NC(=O)Nc1cccc(OCc2cc(=O)n3cccc(C)c3n2)c1 | 4% |

From PubChem BioAssay
